STK33 inh: inhibitors of purified STK33 kinase, primary screen, biochemical, ADP-Glo luminescence, homogeneous, cell-free; Serine/threonine-protein kinase 33 (Homo sapiens), Q9BYT3; MBP phosphorylation; inhibition, % at 10 µM; 320,000 compounds, 0.073% hits; AID 2661, 2010;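 active = inhibition at or above 25%, using the most active replicate where run in duplicate; inactive = inhibition below 25%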
Target sequence (Q9BYT3 whole entry, looked up): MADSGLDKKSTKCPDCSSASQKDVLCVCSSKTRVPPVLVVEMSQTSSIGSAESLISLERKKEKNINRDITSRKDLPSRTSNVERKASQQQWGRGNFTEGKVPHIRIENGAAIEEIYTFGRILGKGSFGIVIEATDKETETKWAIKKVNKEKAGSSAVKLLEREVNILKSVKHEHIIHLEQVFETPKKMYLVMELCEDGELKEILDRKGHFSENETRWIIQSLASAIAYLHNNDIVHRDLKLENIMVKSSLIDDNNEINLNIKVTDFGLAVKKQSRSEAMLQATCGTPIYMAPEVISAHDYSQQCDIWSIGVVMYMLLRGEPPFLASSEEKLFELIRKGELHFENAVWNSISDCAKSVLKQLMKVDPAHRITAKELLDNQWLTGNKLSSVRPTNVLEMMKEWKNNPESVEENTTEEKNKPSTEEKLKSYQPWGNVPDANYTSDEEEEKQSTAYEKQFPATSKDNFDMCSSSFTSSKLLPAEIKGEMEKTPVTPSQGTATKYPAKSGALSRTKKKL
OX1R antag-1: antagonists of human orexin 1 receptor (OX1R). Orexin/Hypocretin receptor type 1 (Homo sapiens), O43613. OX1R-expressing cells, FRET antagonist read-out. inhibition, % at 6.6 µM. 330,000 compounds, 1.8% hits. AID 485270, 2010; in the data active = inhibition mostly above about 38%, no sharp cut-off; inactive = mostly below about 40%;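 note: 0% = agonist challenge alone and 100% = reference antagonist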
Target sequence (O43613 whole entry, looked up): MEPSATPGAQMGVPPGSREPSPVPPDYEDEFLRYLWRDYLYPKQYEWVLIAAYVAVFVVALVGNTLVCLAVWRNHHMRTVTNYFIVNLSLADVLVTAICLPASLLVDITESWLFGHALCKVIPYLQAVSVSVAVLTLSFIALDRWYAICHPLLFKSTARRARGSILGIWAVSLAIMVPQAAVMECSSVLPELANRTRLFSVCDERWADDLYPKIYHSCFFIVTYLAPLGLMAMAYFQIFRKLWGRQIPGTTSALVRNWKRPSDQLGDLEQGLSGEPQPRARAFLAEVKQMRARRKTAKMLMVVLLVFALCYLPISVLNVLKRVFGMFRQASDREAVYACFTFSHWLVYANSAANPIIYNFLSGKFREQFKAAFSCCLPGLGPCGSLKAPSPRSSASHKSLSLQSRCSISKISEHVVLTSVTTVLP
OX1R antag-2: OX1R (HCRTR1) antagonists, primary screen, fluorescence, CHO/OX1R cells, Fluo-8 calcium, orexin A | Fluo-8 calcium fluorescence | AID 434989, 2010 | Orexin/Hypocretin receptor type 1 (Homo sapiens), O43613 | 330,000 compounds, 0.43% hits | inhibition, % at 5 µM;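 active = inhibition above its plate's threshold, mean inhibition of all tested compounds on the plate plus 3 SD, cut at about 37% in these data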;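 note: 0% = orexin A challenge wells and 100% = SB-334867-A antagonist wells; not every result past the cut was called active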
An asterisk follows results filed as active.

Results for N#Cc1ccccc1S(=O)(=O)Nc1ccc2c(c1)C(=O)OC2 ?
STK33 inh: -0.6; OX1R antag-1: 9; OX1R antag-2: -7

How did COc1ccc(N2CCN(C(=O)Cn3nnc(-c4ccccc4N)n3)CC2)cc1 do in these assays?
STK33 inh: -1.3; OX1R antag-1: 12; OX1R antag-2: -29

Results for CCc1nnc(NS(=O)(=O)c2ccc(NC(=O)c3cccc(OC)c3)cc2)s1 ?
STK33 inh: 0.1; OX1R antag-1: 1; OX1R antag-2: 25

What do the screens show for `CCOc1ncccc1C(=O)Nc1ccc(C(=O)Nc2ccc(OC)cc2)cc1`?
STK33 inh: -1.0; OX1R antag-1: 5; OX1R antag-2: -26

Results for CN(C)C(=O)C(=O)c1cccn1-c1ccccc1C#N ?
STK33 inh: -1.8; OX1R antag-1: 14; OX1R antag-2: -10

Results for O=c1c2c3n(c(=S)nc2[nH]n1-c1ccccc1)CCCCC3 ?
STK33 inh: -0.3; OX1R antag-1: 26; OX1R antag-2: -23

Results for COc1ccc(NC(C)=O)cc1NC(=O)CN1CCN(c2ccccn2)CC1 ?
STK33 inh: -1.2; OX1R antag-1: -5; OX1R antag-2: 8

Results for COc1ccccc1OCc1ccc(C(=O)NCCN(C)C)o1 ?
STK33 inh: 0.7; OX1R antag-1: 9; OX1R antag-2: -11

What do the screens show for `O=C(CSc1nnc(COc2ccc(F)cc2)o1)N1c2ccccc2CCc2ccccc21`?
STK33 inh: -0.3; OX1R antag-1: 10; OX1R antag-2: 6

How did Cc1ccc(O)c(Nc2nc(-c3ccccc3)nc3ccccc23)c1 do in these assays?
OX1R antag-1: 14; OX1R antag-2: -27

How did Cc1cc(C(=O)N2CCN(Cc3ccccc3)CC2)ccc1[N+](=O)[O-] do in these assays?
STK33 inh: -0.9; OX1R antag-1: 2; OX1R antag-2: -6

What do the screens show for `O=C(NC1CCCCC1)C(c1ccccn1)N(C(=O)c1csnn1)C1CC1` (stereo not given)?
STK33 inh: -2.9; OX1R antag-1: 11; OX1R antag-2: -21

Results for Cn1cnnc1SCC(=O)N/N=C/c1ccc(OCC(N)=O)cc1 ?
STK33 inh: -1.1; OX1R antag-1: 3; OX1R antag-2: -9

What do the screens show for `CCC(=O)N1N=C(c2ccccc2)CC1c1ccc([N+](=O)[O-])cc1` (stereo not given)?
STK33 inh: -1.7; OX1R antag-1: 17; OX1R antag-2: -17

How did Cc1ccc(C)c(NC(=O)CCC(=O)NNC(=O)C(c2ccccc2)c2ccccc2)c1 do in these assays?
STK33 inh: -1.6; OX1R antag-1: 17; OX1R antag-2: -5

Results for CN(C(=O)COC(=O)CCCN1C(=O)c2cccc3cccc(c23)C1=O)C1CCS(=O)(=O)C1 (stereo not given) ?
STK33 inh: 0.0; OX1R antag-1: 67*; OX1R antag-2: -23

How did O=C1CC(/C=C/c2ccc([N+](=O)[O-])cc2)=Nc2ccccc2N1 do in these assays?
STK33 inh: 0.1; OX1R antag-1: 32; OX1R antag-2: -7

What do the screens show for `COc1ccc(/C=N/Nc2ncc(C(F)(F)F)cc2Cl)cc1OC`?
STK33 inh: -2.6; OX1R antag-1: 13; OX1R antag-2: -9

What do the screens show for `O=C(COC(=O)C1COc2ccccc2O1)Nc1ccccc1OC(F)F` (stereo not given)?
STK33 inh: 0.9; OX1R antag-1: 5; OX1R antag-2: 9

What do the screens show for `CC(CN(C)C)CN1c2ccccc2Sc2ccccc21` (stereo not given)?
STK33 inh: -2.0; OX1R antag-1: 18; OX1R antag-2: -5

Results for CC1c2[nH]c3ccccc3c2CCN1C(=O)Nc1ccccc1 (stereo not given) ?
STK33 inh: 0.1; OX1R antag-1: 3; OX1R antag-2: -3

What do the screens show for `Cc1noc2c1C(c1ccc(N(C)C)cc1)C1=C(CC(C)(C)CC1=O)N2` (stereo not given)?
STK33 inh: 2.0; OX1R antag-1: 3; OX1R antag-2: -18

How did CCCCN(C(=O)C(C)Oc1ccc(Br)cc1)c1c(N)n(CC(C)C)c(=O)[nH]c1=O (stereo not given) do in these assays?
STK33 inh: 0.4; OX1R antag-1: 6; OX1R antag-2: -16

Results for O=C(O)CCSc1nc2ccccc2c(=O)[nH]1 ?
STK33 inh: 1.3; OX1R antag-1: 4; OX1R antag-2: -14

How did O=C(c1ccc(=O)[nH]n1)N1CCN(S(=O)(=O)c2ccc3ccccc3c2)CC1 do in these assays?
STK33 inh: 0.0; OX1R antag-1: 17; OX1R antag-2: -7

Results for COC(=O)c1c(NC(=O)CCl)sc(C(=O)N2CCOCC2)c1C ?
STK33 inh: -0.6; OX1R antag-1: 14; OX1R antag-2: -15

What do the screens show for `O=C(Nc1c(C(=O)N2CCN(c3ccccn3)CC2)oc2ccccc12)c1cccc([N+](=O)[O-])c1`?
STK33 inh: 1.5; OX1R antag-1: 11; OX1R antag-2: -12

Results for CC1(C)Cc2c(cnn2-c2ccc(F)cc2)C(NC(=O)CN2CCCC2=O)C1 (stereo not given) ?
STK33 inh: 0.0; OX1R antag-1: -6; OX1R antag-2: -4

Results for COc1ccc(CCNCC(=O)Nc2ccccc2C(F)(F)F)cc1 ?
STK33 inh: 0.0; OX1R antag-1: 20; OX1R antag-2: -8

What do the screens show for `COc1ccc(N2CCN(C(CNC(=O)C(=O)NCc3ccncc3)c3ccco3)CC2)cc1` (stereo not given)?
STK33 inh: -2.3; OX1R antag-1: 19; OX1R antag-2: -28

What do the screens show for `O=C(Nc1nc(-c2ccc(Cl)cc2)cs1)C1CCCO1` (stereo not given)?
STK33 inh: 0.2; OX1R antag-1: 27; OX1R antag-2: -44

What do the screens show for `CCOc1ccc2[nH]c(=O)c(CN(CCO)C(=O)c3ccc(OC)c(OC)c3)cc2c1`?
STK33 inh: -0.4; OX1R antag-1: 10; OX1R antag-2: -15

How did O=C1NCCN(C(=O)CCc2nnc(-c3ccsc3)o2)C1c1ccc(F)cc1 (stereo not given) do in these assays?
STK33 inh: 1.2; OX1R antag-1: 2; OX1R antag-2: -7

What do the screens show for `COC(=O)C1CN(C(=O)COc2ccc(Cl)cc2C)c2ccccc2O1` (stereo not given)?
STK33 inh: -0.1; OX1R antag-1: 8; OX1R antag-2: -22

What do the screens show for `O=C(CSc1nnc(Cc2cccs2)n1C1CC1)NC1CCS(=O)(=O)C1` (stereo not given)?
STK33 inh: -0.7; OX1R antag-1: -2; OX1R antag-2: -21

What do the screens show for `CC(C)CC(=O)NC(NC(=O)CC(C)C)c1cccc([N+](=O)[O-])c1`?
STK33 inh: -1.7; OX1R antag-1: 16; OX1R antag-2: -18

What do the screens show for `Cc1ccc(CN2[C@@H]3c4ccccc4C[C@@H]3OCCS2(=O)=O)cc1`?
STK33 inh: -0.2; OX1R antag-1: 33; OX1R antag-2: 0

What do the screens show for `Cc1ccccc1CSCC(=O)NC(=O)NCc1ccco1`?
STK33 inh: -1.0; OX1R antag-1: 13; OX1R antag-2: 5

What do the screens show for `COc1ccc(-n2nnnc2SCC(=O)NCc2ccco2)cc1OC`?
STK33 inh: 1.8; OX1R antag-1: -5; OX1R antag-2: -6

How did O=C(Cn1nc(C(=O)O)c2ccccc2c1=O)Nc1ccc(Br)cc1 do in these assays?
STK33 inh: 5.8; OX1R antag-1: 30; OX1R antag-2: 20

Among those listed so far, these have a thiophene ring, fused or not.
Results for COC(=O)c1c(NC(=O)CCl)sc(C(=O)N2CCOCC2)c1C ?
STK33 inh: -0.6; OX1R antag-1: 14; OX1R antag-2: -15

How did O=C1NCCN(C(=O)CCc2nnc(-c3ccsc3)o2)C1c1ccc(F)cc1 (stereo not given) do in these assays?
STK33 inh: 1.2; OX1R antag-1: 2; OX1R antag-2: -7

What do the screens show for `O=C(CSc1nnc(Cc2cccs2)n1C1CC1)NC1CCS(=O)(=O)C1` (stereo not given)?
STK33 inh: -0.7; OX1R antag-1: -2; OX1R antag-2: -21

Random excerpt: three compounds from above.
What do the screens show for `CCOc1ccc2[nH]c(=O)c(CN(CCO)C(=O)c3ccc(OC)c(OC)c3)cc2c1`?
STK33 inh: -0.4; OX1R antag-1: 10; OX1R antag-2: -15

What do the screens show for `COc1ccc(N2CCN(C(CNC(=O)C(=O)NCc3ccncc3)c3ccco3)CC2)cc1` (stereo not given)?
STK33 inh: -2.3; OX1R antag-1: 19; OX1R antag-2: -28

What do the screens show for `Cc1ccccc1CSCC(=O)NC(=O)NCc1ccco1`?
STK33 inh: -1.0; OX1R antag-1: 13; OX1R antag-2: 5

Following part
How did O=C(COc1ccccc1)Nc1nnc(-c2ccc(Cl)s2)o1 do in these assays?
STK33 inh: 0.7; OX1R antag-1: 15; OX1R antag-2: -7

Results for COc1ccc(/C=C2/CCOC2=O)cc1 ?
STK33 inh: -0.1; OX1R antag-1: 42; OX1R antag-2: 1

What do the screens show for `CC(C)c1cccc(C(C)C)c1NC(=O)c1ccccc1`?
STK33 inh: -0.2; OX1R antag-1: 28; OX1R antag-2: 9

Results for O=C(NC1CCS(=O)(=O)C1)c1cccnc1 (stereo not given) ?
STK33 inh: -0.9; OX1R antag-1: 13; OX1R antag-2: -10

What do the screens show for `CC(C)Cn1c(SCC(=O)N(C)C2CCS(=O)(=O)C2)nc2cc(Cl)ccc2c1=O` (stereo not given)?
OX1R antag-1: 27; OX1R antag-2: -28

Results for O=C(c1cccnc1)N(c1cc2sc(=O)oc2c2ccccc12)S(=O)(=O)c1ccccc1 ?
STK33 inh: 0.1; OX1R antag-1: 19; OX1R antag-2: -9

What do the screens show for `O=S(=O)(N1CCOCC1)N1CCN(c2ccc(F)cc2)CC1`?
STK33 inh: -1.2; OX1R antag-1: 1; OX1R antag-2: -15

Results for CNCCCOc1cccc(Oc2ccccc2)c1 ?
STK33 inh: 0.4; OX1R antag-1: 32; OX1R antag-2: -4

What do the screens show for `CC(NC(=S)Nc1ccccc1C(F)(F)F)C1CC2CCC1C2` (stereo not given)?
OX1R antag-1: 20; OX1R antag-2: -13

Results for Cc1cccn2c(=O)c(C=O)c(N3CCC4(CC3)OCCO4)nc12 ?
STK33 inh: -0.5; OX1R antag-1: 14; OX1R antag-2: -24

What do the screens show for `COc1ccc(C(=O)/C=C/Nc2c(C)n(C)n(-c3ccccc3)c2=O)c(OC)c1`?
STK33 inh: 1.2; OX1R antag-1: 13; OX1R antag-2: -12

How did COC(=O)C(C)N1CCC(=O)c2ccccc2S1(=O)=O (stereo not given) do in these assays?
STK33 inh: 0.7; OX1R antag-1: -2; OX1R antag-2: -7

What do the screens show for `COC(=O)C1=C(C)NC(=O)NC1c1ccc(-c2ccc(F)cc2)o1` (stereo not given)?
STK33 inh: -1.1; OX1R antag-1: 14; OX1R antag-2: -12

What do the screens show for `O=C(O)Cn1c2c(c3ccccc31)CCCC2`?
STK33 inh: -0.6; OX1R antag-1: 12; OX1R antag-2: -27

What do the screens show for `CN(C)S(=O)(=O)Nc1cccc(Br)c1`?
STK33 inh: -2.1; OX1R antag-1: -4; OX1R antag-2: 9

How did CC(C)(C)c1nnc(NC(=O)CCS(=O)(=O)c2ccccc2)s1 do in these assays?
STK33 inh: -1.9; OX1R antag-1: 14; OX1R antag-2: -21

Results for O=c1[nH]c2ccc([N+](=O)[O-])cc2nc1/C=C(\O)c1ccccc1 ?
STK33 inh: -1.5; OX1R antag-1: 7; OX1R antag-2: -6

Results for Cn1c(-c2sc3cc(C(F)(F)F)cnc3c2-c2cccs2)n[nH]c1=S ?
STK33 inh: 0.2; OX1R antag-1: 24; OX1R antag-2: -27

Results for CCOCCCN1C(=O)C(=O)N(CC(=O)N2c3ccccc3NC(=O)CC2C)C1=O (stereo not given) ?
STK33 inh: -0.2; OX1R antag-1: 0; OX1R antag-2: -14

How did COc1ccc(/C=C2/C(=O)C(C)(C(C)C)CCC2C)cc1 (stereo not given) do in these assays?
STK33 inh: 0.9; OX1R antag-1: -9; OX1R antag-2: -12

Three structures from above, arranged by length of the SMILES, low to high:
Results for COc1ccc(/C=C2/CCOC2=O)cc1 ?
STK33 inh: -0.1; OX1R antag-1: 42; OX1R antag-2: 1

What do the screens show for `CN(C)S(=O)(=O)Nc1cccc(Br)c1`?
STK33 inh: -2.1; OX1R antag-1: -4; OX1R antag-2: 9

What do the screens show for `COC(=O)C1=C(C)NC(=O)NC1c1ccc(-c2ccc(F)cc2)o1` (stereo not given)?
STK33 inh: -1.1; OX1R antag-1: 14; OX1R antag-2: -12

Continued.
Results for COc1cccc(CNC(=O)CCn2c(=O)oc3ccccc32)c1 ?
STK33 inh: 0.6; OX1R antag-1: 8; OX1R antag-2: -16

What do the screens show for `CCN(CC)c1ccc(S(=O)(=O)N2CCCCC2)cc1NC(=O)CN1C(=O)NC2(CCCC2)C1=O`?
STK33 inh: -0.5; OX1R antag-1: 7; OX1R antag-2: -45

What do the screens show for `COc1cc(NC(=O)Nc2c(C)n(C)n(-c3ccccc3)c2=O)cc(OC)c1OC`?
STK33 inh: -2.1; OX1R antag-1: 13; OX1R antag-2: -16

Results for Oc1ccc(Br)cc1CNc1cccc2cccnc12 ?
STK33 inh: 0.6; OX1R antag-1: 16; OX1R antag-2: -8

What do the screens show for `CC(C)COc1ccc(-c2nnc(-c3ccncc3)o2)cc1`?
STK33 inh: 0.4; OX1R antag-1: 10; OX1R antag-2: 8

Results for Cn1c(O)c(C=Nc2ccc(Br)cc2)sc1=O ?
STK33 inh: 1.9; OX1R antag-1: 17; OX1R antag-2: -21

What do the screens show for `COc1ccc(S(=O)(=O)N2CCCCC2)cc1NC(=O)CN(Cc1ccco1)Cc1ccco1`?
STK33 inh: -0.3; OX1R antag-1: 10; OX1R antag-2: 26

What do the screens show for `CC(C)C12CN3CC(C(C)C)(CN(C1)C3c1ccco1)C2=O` (stereo not given)?
STK33 inh: -1.8; OX1R antag-1: 7; OX1R antag-2: -26

Results for CCOC(=O)CN1C(=N)N(c2nc(NC(C)C)nc(OC)n2)CC1=O ?
STK33 inh: -0.2; OX1R antag-1: 1; OX1R antag-2: -5

Screening results as filed in PubChem BioAssay.
